High-throughput results from PubChem.
PME-1 primary: PME-1 (human) inhibition. Q9Y570. recombinant PME-1, FP-Rh probe fluorescence polarization. inhibition, % at 5.9 µM. 0.53% of 320,000 active;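 active = inhibition above the campaign mean of all compounds plus 3 SD, cut at about 26% in these data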;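 note: competitive labeling of PME-1 active site by serine hydrolase directed probe; 0% = PME-1 with DMSO and 100% = wells lacking PME-1 enzyme; inhibitors block probe labeling so polarization falls and inhibition rises; many of its hits are not listed in these tables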
LYPLA1 inh: blocks human lysophospholipase 1, a PME1 counter-screen | O75608 | recombinant LYPLA1, FP-Rh probe fluorescence polarization | inhibition, % at 5.9 µM | 0.16% of 320,000 active | AID 2174;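 active = inhibition above the mean of all tested compounds plus 3 SD, set per campaign, cut at about 14% in these data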;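 note: inhibitors block serine hydrolase probe labeling of LYPLA1 so polarization falls; 0% = enzyme with DMSO and 100% = wells lacking LYPLA1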
PREPL inhibitor: inhibits the human prolyl oligopeptidase-like enzyme | AID 2751 | recombinant PREPL, fluorescence polarization activity-based probe | 0.68% of 320,000 active | inhibition, % at 5.96 µM; in the data active = inhibition above about 43%;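 note: 0% = enzyme with DMSO and 100% = wells lacking enzyme; many of its hits are not listed in these tables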
Target sequence (Q4J6C6 whole entry, looked up): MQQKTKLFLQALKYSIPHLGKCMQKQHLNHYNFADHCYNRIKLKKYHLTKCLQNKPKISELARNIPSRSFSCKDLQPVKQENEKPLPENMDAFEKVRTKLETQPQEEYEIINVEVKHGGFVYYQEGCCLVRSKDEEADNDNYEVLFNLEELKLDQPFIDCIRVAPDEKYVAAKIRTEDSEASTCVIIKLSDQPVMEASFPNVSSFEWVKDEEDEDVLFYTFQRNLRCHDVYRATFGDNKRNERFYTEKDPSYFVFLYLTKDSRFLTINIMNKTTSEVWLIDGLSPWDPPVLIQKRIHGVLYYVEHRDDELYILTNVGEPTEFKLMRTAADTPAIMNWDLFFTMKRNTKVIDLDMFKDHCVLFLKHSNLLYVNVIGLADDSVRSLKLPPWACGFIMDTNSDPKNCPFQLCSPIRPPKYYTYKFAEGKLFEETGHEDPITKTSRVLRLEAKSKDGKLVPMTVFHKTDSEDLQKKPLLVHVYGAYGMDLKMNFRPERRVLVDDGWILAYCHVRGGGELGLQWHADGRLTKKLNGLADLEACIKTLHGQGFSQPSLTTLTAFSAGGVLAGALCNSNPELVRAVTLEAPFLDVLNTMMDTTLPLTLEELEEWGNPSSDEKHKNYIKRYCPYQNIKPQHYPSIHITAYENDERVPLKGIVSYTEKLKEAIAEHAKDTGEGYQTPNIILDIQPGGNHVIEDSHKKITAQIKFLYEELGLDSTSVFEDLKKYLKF
LYPLA2 counter: blocks human lysophospholipase 2, a PME1 counter-screen; inhibition, % at 5.9 µM; 0.38% of 320,000 active; recombinant LYPLA2, FP-Rh probe fluorescence polarization; O95372;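 active = inhibition above the screen-wide mean plus 3 SD, limit set per campaign, cut at about 26% in these data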;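 note: 0% = LYPLA2 with DMSO and 100% = wells lacking LYPLA2 enzyme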
pPAFAH inh: inhibitors of human plasma PAF acetylhydrolase (pPAFAH) | Q13093 | inhibition, % at 3.39 µM | recombinant pPAFAH, FP-rhodamine probe fluorescence polarization | 1.5% of 330,000 active | AID 463082;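 active = inhibition above the mean inhibition across the screen plus 3 SD, cut at about 25% in these data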;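 note: inhibitors block binding of the rhodamine activity-based probe so polarization drops; 0% = enzyme with DMSO and 100% = wells lacking pPAFAH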
PAFAH1B2 inh: PAFAH1B2 (human) inhibition; recombinant PAFAH1B2, FP-rhodamine activity probe, fluorescence polarization; inhibition, % at 3.39 µM; 1.2% of 340,000 active;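 active = inhibition above the mean of all tested compounds plus 3 SD, cut at about 24% in these data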;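 note: 0% = enzyme with DMSO and 100% = wells lacking PAFAH1B2; many of its hits are not listed in these tables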
Target sequence (P68402 whole entry, looked up): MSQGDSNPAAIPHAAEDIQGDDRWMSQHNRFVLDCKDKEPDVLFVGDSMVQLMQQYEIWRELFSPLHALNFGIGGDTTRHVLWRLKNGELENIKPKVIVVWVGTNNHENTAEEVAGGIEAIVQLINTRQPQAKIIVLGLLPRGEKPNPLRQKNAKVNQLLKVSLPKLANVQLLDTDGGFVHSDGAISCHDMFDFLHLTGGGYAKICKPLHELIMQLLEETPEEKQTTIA
PAFAH1B3 FP inh: PAFAH1B3 (human) inhibition; recombinant PAFAH1B3, FP-rhodamine probe, fluorescence polarization; inhibition, % at 3.39 µM; 0.28% of 340,000 active;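 active = inhibition above the screen-wide average of all tested compounds plus 3 SD, cut at about 25% in these data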;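 note: 0% = enzyme with DMSO only and 100% = wells lacking PAFAH1B3 protein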
PAD4 FP inh: blocks human protein arginine deiminase 4. 0.41% of 330,000 active. Q9UM07. AID 485272. recombinant PAD4, RCA probe fluorescence polarization. inhibition, % at 6.36 µM;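 active = percent inhibition above a cutoff equal to the mean of all tested compounds plus 3 SD, cut at about 15% in these data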;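 note: 0% = PAD4 with RCA probe and DMSO and 100% = probe without PAD4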
GSTO1 inh: counter-screen for RBBP9 inhibitors: inhibitors of human GSTO1. inhibition, % at 5.96 µM. P78417. recombinant GSTO1, activity-based probe fluorescence polarization. 1.1% of 300,000 active;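 active = inhibition above the campaign mean inhibition plus 3 SD, cut at about 35% in these data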;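 note: 0% = GSTO1-1 with DMSO and 100% = wells lacking GSTO1-1 enzyme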
Starred values were filed as active, the others as inactive; . = not tested or not shown. Only part of the results is shown; count on the stated rates, not on these rows.

SMILES	PME-1 primary	LYPLA1 inh	PREPL inhibitor	LYPLA2 counter	pPAFAH inh	PAFAH1B2 inh	PAFAH1B3 FP inh	PAD4 FP inh	GSTO1 inh
Cc1cc(C)c(C#N)c(SCC(=O)Nc2ccccc2C)n1	5	-6	10	-3	-7	7	1	-12	6
COC(=O)c1sccc1NC(=O)CSc1nnnn1-c1ccccc1C	-1	3	15	5	-6	-1	-5	0	4
CCCNC(=O)c1ccccc1NC(=O)c1ccc2c(c1)NC(=O)C(C)S2 (configuration not stated)	-46	0	-6	-2	-6	-6	-11	-1	-12
Cn1c(=O)c2c(nc(SCC(=O)c3ccccc3F)n2C)n(C)c1=O	3	-1	6	-3	8	.	.	-3	2
O=C(Cc1cccc(NC(=O)C2CCN(C(=O)c3ccccc3)CC2)c1)Nc1cccc(C(=O)N2CCCC2)c1	-8	1	0	-2	-1	4	-7	-2	.
O=C(Nc1cccc(Cl)c1)c1ccc2c(c1)OCCO2	-5	-3	3	-2	3	5	8	5	3
CCS(=O)(=O)N1CCN(C(=O)c2ccccc2[N+](=O)[O-])CC1	-14	-6	2	-3	-6	0	-3	-5	-6
CCCOc1c(Br)cc(/C=N/O)cc1OC	-7	4	-9	6	4	1	5	-4	-2
C1CCC(c2nn3c(-c4n[nH]c5c4CCC5)nnc3s2)CC1	0	-2	0	1	9	-1	-1	-1	-5
O=C(Cc1c(F)cccc1Cl)Nc1ccccc1N1CCCCC1	2	-2	12	-6	-4	14	-2	-1	3
COc1ccc(-c2noc(-c3ccc(Br)o3)n2)cc1OC	-11	3	-7	2	-2	0	0	-4	-6
COc1cc(NS(=O)(=O)c2cc(C(=O)NCCc3ccccn3)ccc2OC)cc(OC)c1	.	.	1	.	6	9	-1	1	.
COc1cc(-c2nc3c(c(C)nn3-c3ccccc3)c3cc(OC)c(OC)cc23)ccc1O	-3	-5	9	-5	7	-4	3	-3	-7
COc1ccc(C2C(C#N)=C(C)NC3=C2C(=O)CC(C)(C)C3)c(OC)c1 (configuration not stated)	6	2	2	6	3	2	8	-1	-1
COc1cccc(CNS(=O)(=O)c2ccc3c(c2)C(C)(C)C(=O)N3C)c1	10	3	12	11	4	2	5	0	9
O=c1[nH]c(=O)n(Cc2ccccc2)c2nc(-c3ccc(Oc4ccc(F)cc4)c([N+](=O)[O-])c3)n(CCO)c12	-1	-7	-6	-1	4	-2	11	4	1
Cc1cccc(CCNC(=O)CCS(=O)(=O)c2ccc3nc(C)sc3c2)c1	1	4	-3	-2	3	-1	6	-2	5
O=C(Nc1ccc(Cl)cc1)C1C2CCCCC21 (configuration not stated)	-3	0	-3	-2	-12	0	8	-2	-3
COc1ccc(Cn2c(S(=O)(=O)CC(N)=O)nc3ccccc32)cc1[N+](=O)[O-]	-1	-2	22	-4	6	.	.	-1	-5
O=C(CCC1CCCN(C(=O)c2ccoc2)C1)NCc1ccc(F)c(F)c1 (configuration not stated)	5	1	-2	0	4	0	4	-3	5
COc1cc(C(=O)O[C@H]2C/C(C)=C/CC[C@]3(C)O[C@@H]3C(O)C2C(C)C)cc(OC)c1OC (some centres not stated)	3	0	0	0	2	5	4	0	2
CC1=CS(=O)(=O)CC1SC(=S)N(C)C1CCS(=O)(=O)C1 (configuration not stated)	1	2	11	5	3	2	10	-1	13
CO/N=C/NC(=O)c1c(OC)ccnc1Oc1ccc(F)cc1	-8	-2	-3	-5	3	-2	0	0	8
NC(=O)C1CCN(C(c2ccccc2Cl)c2nnnn2CC2CCCO2)CC1 (configuration not stated)	-2	3	-3	7	4	4	3	8	3
Cc1nn(CCC(=O)O)c2nc(-c3cccnc3)cc(C(F)(F)F)c12	-9	-3	-5	0	0	8	6	-5	-2
CCCc1oc(C(=O)O)cc1CN	-2	3	21	-1	-5	-2	8	-1	-2
CSc1ccc(S(=O)(=O)Nc2ccc(NC(C)=O)cc2)cc1	1	2	-3	5	8	11	0	3	2
CCOC(=O)C1=C(CN2CCN(c3ccc(F)cc3)CC2)NC(=O)NC1c1cccs1 (configuration not stated)	7	-2	27	-3	-2	9	4	1	-4
COc1ccc(CN(C)CC(O)COC(c2ccc(OC)cc2)c2ccc(OC)cc2)cc1 (configuration not stated)	4	6	26	5	1	-1	-1	-8	1
O=C(NCCN1CCCC1)C(c1ccccc1)c1ccccc1	-1	3	11	6	-6	0	-2	-1	11

Reformatted with bars between the fields: entries from further up.
SMILES | PME-1 primary | LYPLA1 inh | PREPL inhibitor | LYPLA2 counter | pPAFAH inh | PAFAH1B2 inh | PAFAH1B3 FP inh | PAD4 FP inh | GSTO1 inh
CSc1ccc(S(=O)(=O)Nc2ccc(NC(C)=O)cc2)cc1 | 1 | 2 | -3 | 5 | 8 | 11 | 0 | 3 | 2
CCOC(=O)C1=C(CN2CCN(c3ccc(F)cc3)CC2)NC(=O)NC1c1cccs1 (configuration not stated) | 7 | -2 | 27 | -3 | -2 | 9 | 4 | 1 | -4

New compounds follow
SMILES	PME-1 primary	LYPLA1 inh	PREPL inhibitor	LYPLA2 counter	pPAFAH inh	PAFAH1B2 inh	PAFAH1B3 FP inh	PAD4 FP inh	GSTO1 inh
CCOC(=O)C1CCCN(C(=O)C2CCN(S(=O)(=O)c3c(C)noc3/C=C/c3ccccc3F)CC2)C1 (configuration not stated)	7	-2	22	9	1	9	3	2	6
O=C(CCSc1nc(-c2ccc3c(c2)OCO3)cc(C(F)(F)F)n1)NCc1ccco1	0	2	9	-2	10	2	11	4	-12
Cc1ccc(C)n1-c1sc2c(c1C#N)CCC(C)C2 (configuration not stated)	4	3	4	2	3	2	4	0	5
O=C(CNC(=S)N(CCCN1CCOCC1)Cc1cccs1)NCc1ccc(Cl)cc1	16	-3	2	-5	4	7	0	2	-3
Nc1nc2nccc(-c3cccnc3)n2n1	-3	4	14	8	-1	2	8	-2	-2
Cc1ccc(C(c2nnnn2CS(=O)(=O)c2ccc(C)cc2)N2CCN(c3ncccn3)CC2)cc1 (configuration not stated)	-3	1	-4	2	1	1	6	-6	1
O=C(CNC(=O)c1cccs1)NCC(=O)OCc1ccccc1Br	0	-2	-6	-1	1	4	4	-2	-4
O=C1C2C3C=CC(C4CC34)C2C(=O)N1c1cccc2ccccc12 (configuration not stated)	4	1	13	-2	-2	3	8	-4	0
Cn1c(=O)[nH]c(=O)c2c1nc(NCCN)n2CCOc1ccccc1	0	-2	29	1	-5	2	5	1	3
Cc1cccc(C)c1NS(=O)(=O)c1ccc(-c2ccc(=O)[nH]n2)o1	-2	2	6	0	4	-1	1	1	0
O=C(CCCn1c(SCC(=O)NCCc2ccccc2)nc2ccccc2c1=O)NCC1CCCO1 (configuration not stated)	4	-1	1	4	7	1	6	-4	7
CCOC(=O)c1sc(=S)n(CC)c1NC(=O)CC	6	3	5	7	5	4	4	2	1
CCCCN(C)CCC(=O)Nc1ccc(Cl)cc1	0	-6	8	1	1	0	4	-1	3
COc1ccc(OCC(=O)Nc2ccc(S(=O)(=O)N3CCN(C)CC3)cc2)cc1	2	-2	0	1	0	.	.	1	-4
CCN1C(=O)/C(=C2/C=CC=CN2C)SC1=S	-8	-3	13	6	0	-1	7	-3	3
O=[N+]([O-])c1ccc(S(=O)(=O)Nc2ccncc2)cc1	-4	0	0	3	1	2	7	-3	4
COCCCn1c(SCC(=O)N(C)C)nnc1-c1ccccc1	-1	-2	-5	-9	-1	3	0	2	4
CCCN1CCC(=O)N([C@H](CSc2ccc(Br)cc2)Cc2ccccc2)CC1	0	-1	-32	3	7	13	5	-1	-3
COc1ccc(-c2cn(-c3ccccc3)c(=S)[nH]2)cc1OC	1	-1	14	7	8	7	-1	-3	-2
O=C(Nc1cc(Cl)cc(Cl)c1)C1CCC(=O)N1Cc1ccccc1Cl (configuration not stated)	-6	-5	3	-1	2	3	-3	4	-4
COC(=O)C1CCN(C(=O)COC(=O)c2cccc(NS(=O)(=O)c3ccccc3)c2)CC1	10	2	-3	-1	1	5	6	0	-5
CC(=O)c1cc2c(cc1NC(=O)CSc1ccc(S(=O)(=O)N(C)C)cn1)OCO2	2	0	10	4	-2	6	3	2	.
CCC(=O)NC(=S)Nc1cc(C(=O)O)ccc1OC	-4	0	-1	-2	4	2	-9	-3	4
Cc1cc(C)cc(Nc2nc3ccccc3c(=O)[nH]2)c1	3	-5	5	-13	-4	4	3	-3	-8
COCCN(C(=O)CSc1nc2nc(C)cc(C)n2n1)c1c(N)n(Cc2ccccc2)c(=O)[nH]c1=O	-2	-3	1	-4	3	1	1	-3	-2
CCOC(=O)N1CCN(C(=O)c2cccn3c(=O)c4cc(Br)ccc4nc23)CC1	-2	-2	-6	4	6	-2	8	-6	7
CC(=O)N1CCN(C(=O)CCc2c[nH]c3ccccc23)CC1	1	-4	-2	-11	-8	1	-1	4	7
COc1ccc(S(=O)(=O)Nc2cccc3c2O[C@H](CN(C)Cc2ccncc2)[C@@H](C)CN([C@H](C)CO)C3=O)cc1	.	.	16	.	5	0	-5	1	.
COc1ccc(C2CC(c3ccc(Br)cc3)=NN2C(=O)CCC(=O)O)cc1OC (configuration not stated)	3	3	-5	-1	5	0	4	-4	-5
CCOC(=O)c1[nH]c(=O)[nH]c1CSc1nc(C)cc(C)n1	5	3	23	4	2	-5	2	-1	11
Cc1cc(C)n2nc(SCC(N)=O)nc2n1	-9	1	-1	-4	4	7	6	-8	-1
COc1ccc(-n2nc3ccccc3n2)cc1	0	0	-15	-1	-2	4	0	4	-2
O=C(NCCCN1CCCC1=O)C1CCCO1 (configuration not stated)	9	1	-3	1	2	1	7	-3	10
Cc1c(NS(=O)(=O)c2ccc3c(c2)OCCO3)cccc1-c1nc2cccnc2s1	3	2	-87	4	15	3	2	2	-5
COc1ccc(CC(=O)NCc2nnc(SCC(=O)Nc3ccc(OC)cc3)n2C)cc1	-1	-1	-6	0	1	3	0	-3	-1
CCOC(=O)c1c(N)sc2c1CCC(CC)C2 (configuration not stated)	0	-1	8	1	26*	3	-1	-1	6
CC(C)[C@@H](N)C(=O)NC[C@H]1O[C@@H](n2cnc3c(N)ncnc32)[C@H](O)[C@@H]1O	.	.	.	.	0	2	4	2	.
COc1ccc(C(=O)/C=C/C(=O)N(Cc2ccc(F)cc2)C(C(=O)NC2CCCCC2)c2ccncc2)c(O)c1 (configuration not stated)	-4	1	-9	2	7	-2	6	1	2
COc1ccc(CCNC(=O)CS(=O)(=O)c2cn(CC(=O)N3CCOCC3)c3ccccc23)cc1OC	0	0	5	-1	2	8	11	0	15
O=C(COc1ccc(Cl)cc1)NCc1ccc(F)cc1	-4	1	-9	1	10	15	6	1	6
COc1ccc(C2C(C#N)=C(/N=C/N3CCN(C)CC3)OC3=C2C(=O)CC(C)(C)C3)cc1OC (configuration not stated)	3	-5	-3	-2	0	6	5	0	1
O=C(CSc1ncc(C(F)(F)F)cc1Cl)N1CCN(S(=O)(=O)c2ccc(Cl)cc2)CC1	12	-2	22	0	13	8	11	6	-2
CC(=O)Nc1ccc(S(=O)(=O)N2CCN(c3cccc(C)c3C)CC2)cc1	-4	-5	-14	-6	6	0	-3	1	-3
c1ccc(C2NCCn3cccc32)cc1 (configuration not stated)	7	0	1	2	-1	2	9	-2	-3
O=C(c1ccco1)N1CCN(S(=O)(=O)c2cccs2)CC1	-3	5	-3	2	-1	4	8	-1	3
CCn1cc(CN2CCCC(CNS(=O)(=O)Cc3ccccc3)C2)cn1 (configuration not stated)	3	3	17	4	-1	1	0	2	7
Cc1ccc(C(=O)/C=C/c2ccc3c(c2)OCCO3)c(O)c1	0	-6	-5	-11	0	4	6	0	-6
COC(=O)c1c(N)n(-c2ccc(NC(C)=O)cc2)c2nc3ccccc3nc12	6	2	3	4	4	-1	7	-4	-1
